# Bioassay records as filed in PubChem BioAssay.
# PKA-R2B act – activators of PKA-R2B holoenzyme, primary screen, biochemical, fluorescence polarization, Cy5-IP20, human. PKA-R2B holoenzyme dissociation; R2B truncated from residue 108, S112A mutant; 0% DMSO only, 100% 113 µM cGMP. cAMP-dependent protein kinase catalytic subunit beta (Homo sapiens) + cAMP-dependent …. activation, % at 11.4 µM. 340,000 tested, 0.079% active;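 active means activation above a cutoff set at the mean over all compounds plus 3 SD, cut at about 18% in these data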;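 further: higher means more holoenzyme dissociation and a rise in polarization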
# E coli growth – E. coli V3065 growth inhibition, primary screen, counter-screen for AddAB inhibitor project, absorbance, OD600; 18 h; inhibition, % at 11.9 µM; 330,000 tested, 0.27% active;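 active means inhibition above the campaign's mean inhibition across all tested compounds plus 3 SD, cut at about 9.9% in these data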;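 further: uninfected addAB+ strain grown without phage in ampicillin broth; 0% = DMSO wells and 100% = ciprofloxacin 0.95 µg/ml wells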
# Tat transport – E. coli Tat export inhibitors, primary screen, MC4100, TorA-mCherry reporter, fluorescence, single point; inhibition, % at 10 µM; 340,000 tested, 0.036% active; AID 488895, 2010;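 active means mean replicate inhibition at least 50% and at least half of replicates individually reaching 50%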;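 further: exported cargo escapes ClpAP degradation while cytoplasmic cargo is degraded and loses fluorescence; 0% = median of neutral control wells and 100% = median of NaSCN control wells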
# HTR5A inv ctr – HTR5A inverse agonists in luminescence cell assay, primary screen, counter-screen for OPRM1-OPRD1 heterodimer inverse agonist project, full-deck HTS; 5-hydroxytryptamine receptor 5A (Homo sapiens), P47898; HTR5A cell line, inverse agonism; inhibition, % at 9.3 µM; 340,000 tested, 0.083% active; in the data active means inhibition mostly above about 23%, no sharp cut-off; inactive means mostly below about 18%;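 further: 0% = cells with DMSO and 100% = no-cell wells with DMSO; some compounds called inactive have numbers as strong as hits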
# Target sequence (P47898 whole entry, looked up): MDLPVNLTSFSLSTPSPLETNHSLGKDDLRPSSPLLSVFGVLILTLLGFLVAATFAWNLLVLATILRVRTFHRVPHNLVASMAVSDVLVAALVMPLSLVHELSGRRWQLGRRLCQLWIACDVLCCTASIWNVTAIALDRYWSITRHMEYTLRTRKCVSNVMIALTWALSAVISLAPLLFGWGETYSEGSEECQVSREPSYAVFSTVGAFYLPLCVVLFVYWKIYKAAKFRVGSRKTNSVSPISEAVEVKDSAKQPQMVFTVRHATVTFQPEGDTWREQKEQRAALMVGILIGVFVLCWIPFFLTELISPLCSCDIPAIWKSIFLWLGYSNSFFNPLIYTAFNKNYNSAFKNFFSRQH
# DAGLB inhibitor – DAGLB lipase inhibitors, primary screen, biochemical, fluorescence, HTS | inhibition, % at 5.17 µM | 340,000 tested, 0.059% active | HEK293T DAGLB membrane lysate, EnzChek fluorogenic substrate; in the data active means inhibition above about 34%;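 further: 0% = enzyme with vehicle and 100% = wells lacking enzyme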
# PKA-R1A activ – activators of PKA-R1A holoenzyme, primary screen, biochemical, fluorescence polarization, Cy5-IP20, bovine R1A, mouse PKAc; AID 504707, 2011; cAMP-dependent protein kinase type I-alpha regulatory subunit (Bos taurus) + …; PKA-R1A dissociation; scaled: DMSO 0%, 113 µM cGMP 100%; 340,000 tested, 0.083% active; activation, % at 11.4 µM;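 active means percent activation above the mean of all tested compounds plus 3 SD, cut at about 19% in these data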;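 further: higher means more PKAc released from R1A so a rise in polarization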
# AddAB inh – growth inhibition of E. coli expressing H. pylori AddAB, primary screen, AddAB inhibitor project, absorbance; 330,000 tested, 0.29% active; AID 435030, 2010; inhibition, % at 11.9 µM; in the data active means inhibition above about 12%;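 further: 0% = vehicle wells of infected cells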
# CDK5 p35 inh – inhibitors of human CDK5/p35 kinase, primary screen, biochemical, single concentration | Cyclin-dependent kinase 5 (Homo sapiens) + Cyclin-dependent kinase 5 activator 1 (Homo … | Recombinant CDK5/p35, ADP-Glo luminescence, 60 min | inhibition, % at 10 µM | 330,000 tested, 0.01% active;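 active means highest replicate inhibition of at least 50% and at least 75% of replicates reaching 50%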;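 further: plate controls were DMSO neutral control for no effect and GW8510 at 10 µM for full effect; many of its hits are not listed in these tables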
# Target sequence (Q00535 whole entry, looked up): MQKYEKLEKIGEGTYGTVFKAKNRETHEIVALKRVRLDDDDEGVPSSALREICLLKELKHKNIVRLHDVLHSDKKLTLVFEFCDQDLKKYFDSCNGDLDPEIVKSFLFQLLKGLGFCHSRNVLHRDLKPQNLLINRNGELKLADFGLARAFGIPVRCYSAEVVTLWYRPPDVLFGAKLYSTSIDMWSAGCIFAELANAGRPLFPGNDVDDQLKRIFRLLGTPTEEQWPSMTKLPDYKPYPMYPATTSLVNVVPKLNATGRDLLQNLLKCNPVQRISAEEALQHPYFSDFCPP
# Target sequence (Q15078 whole entry, looked up): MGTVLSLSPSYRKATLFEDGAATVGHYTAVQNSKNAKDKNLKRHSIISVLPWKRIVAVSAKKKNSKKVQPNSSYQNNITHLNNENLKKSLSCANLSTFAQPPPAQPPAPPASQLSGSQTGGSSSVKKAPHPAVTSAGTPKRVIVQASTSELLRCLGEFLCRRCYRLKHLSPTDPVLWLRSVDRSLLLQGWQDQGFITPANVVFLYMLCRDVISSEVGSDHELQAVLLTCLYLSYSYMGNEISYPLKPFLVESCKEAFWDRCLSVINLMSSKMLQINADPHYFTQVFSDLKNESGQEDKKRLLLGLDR
# phage Ecoli inh – growth loss of phage-infected E. coli, primary screen, RecBCD inhibitor project, absorbance, with phage, HTS; inhibition, % at 11.9 µM; 360,000 tested, 0.26% active; in the data active means inhibition above about 11%
# HTR5A ag – HTR5A agonists in luminescence cell assay, primary screen, counter-screen for OPRM1-OPRD1 heterodimer agonist project, full-deck HTS | 5-hydroxytryptamine receptor 5A (Homo sapiens), P47898 | cell-based | activation, % at 9.3 µM | 340,000 tested, 0.61% active | AID 504692, 2011; in the data active means activation mostly above about 9.5%, no sharp cut-off; inactive means mostly below about 7.6%;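 further: 0% = cells with vehicle only and 100% = reference agonist; strong numbers were not always called active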
# Mot1-301 SUMO – yeast Mot1-301 growth rescue at high temperature, primary screen, SUMOylation pathway inhibitor project, S. cerevisiae, ATP luminescence, 38.5C; S. cerevisiae Mot1-301 growth rescue; percent above DMSO median, 100 means doubled; growth rescue, % at 18.8 µM; 320,000 tested, 1% active;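 active means every valid replicate shows activation above 250% relative to neutral control wells; inactive means the rest, any valid replicate at or below 250%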;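 further: OY570 slx delta 5 strain wells were the positive control but not used for scaling; some compounds called inactive have numbers as strong as hits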
# * = called active by the depositor; / = not tested or not shown. This is a random part of the collection (roughly 2.3% active in at least one column).
SMILES,PKA-R2B act,E coli growth,Tat transport,HTR5A inv ctr,DAGLB inhibitor,PKA-R1A activ,AddAB inh,CDK5 p35 inh,phage Ecoli inh,HTR5A ag,Mot1-301 SUMO
CCn1cnc2cc(NS(=O)(=O)c3ccc(OC)c(OC)c3)ccc21,6,0.7,-2,9,0,7,-0.9,1.2,0.2,-3,15
CCn1cc(CN2CCCC(C(=O)Nc3cccc(-c4cc5ccccc5[nH]4)c3)C2)cn1 (stereo unspecified),-2,-0.8,-11,-15,3,12,0.6,0.9,-0.4,3,-9
Cc1ccc(-c2nnc(Nc3ccc(CC(N)=O)cc3)c3ccccc23)cc1S(N)(=O)=O,0,0.5,7,-1,0,-2,-0.3,0.5,-1.1,0,-3
OCCNc1cc(-n2nc(-c3ccccc3)cc2-c2ccccc2)ncn1,6,2.0,-5,-9,-1,0,2.1,-2.6,4.3,-1,-2
Oc1ccc(Cl)cc1CNCc1cccc2ccccc12,-4,1.4,6,-8,-23,-12,4.3,-0.6,2.1,5,2
CCN(Cc1cc2ccccc2[nH]c1=O)C(=O)C1CCCCC1,6,-0.6,-5,-16,0,-3,0.0,0.8,-0.2,-1,-6
Nc1cc(=O)[nH]c(=O)n1Cc1ccccc1,0,-0.9,-3,-22,0,9,0.5,1.0,2.5,8,-6
C=CCn1c(C)cc(C(=O)COC(=O)c2n[nH]c(=O)c3ccccc23)c1C,5,0.6,-3,0,1,9,-1.1,1.4,3.2,0,-3
CCOc1ccc(C(C)NC(=O)Nc2ccccc2C(=O)OC)cc1 (stereo unspecified),-1,-0.9,1,-14,-3,-4,2.1,1.7,1.1,2,-1
CCNS(=O)(=O)c1ccc(S(=O)(=O)N(Cc2ccccn2)C2CCCCC2)cc1,-2,-1.4,10,10,-2,-7,1.3,0.3,1.1,0,374
CCn1ncc(C2=NOC(C(=O)Nc3c(C)nn(Cc4ccc(F)cc4)c3C)C2)c1C (stereo unspecified),-9,-1.4,-3,-12,-5,-4,0.8,-2.3,0.5,4,143
Cc1cccc(N2CCN(c3nnc(C(F)(F)F)s3)CC2)c1,2,1.2,2,7,-4,5,1.9,0.6,2.5,-1,-4
CCC1CCCCN1Cc1c(O)ccc2c(=O)c(-c3ccccc3)coc12 (stereo unspecified),2,-0.4,-6,-23,-2,-4,0.7,0.0,-1.0,-3,4
O=C(COC(=O)/C=C/c1ccc(Cl)c(Cl)c1)NC1CCS(=O)(=O)C1 (stereo unspecified),5,-1.6,-11,1,1,3,0.6,0.6,3.4,0,11
COc1cc(/C=N/NC(=O)Cn2ccc(C(F)(F)F)n2)cc(OC)c1OC,-4,-0.3,2,-29,2,-5,-0.2,-0.6,1.7,-2,-3
CCOc1cccc2cc(-c3nnc(NCc4ccc5c(c4)OCO5)s3)c(=O)oc12,4,-0.8,2,-28,1,-1,4.5,-0.1,3.9,7,5
Cc1cccc(N2CCN(c3nc4nonc4nc3N3CCSCC3)CC2)n1,-7,-2.2,4,4,0,2,2.8,0.0,6.1,-1,2
O=C(Nc1ccccc1NC(=O)c1ccc(F)cc1)c1ccc(F)cc1,1,-0.6,0,1,1,-7,0.5,1.4,0.8,0,148
CC1CN(C(=S)Nc2cccc(F)c2)CC(C)O1 (stereo unspecified),-5,-1.4,-8,-2,-3,7,1.2,-0.5,1.5,0,-12
Fc1ccccc1N1CCN(Cc2nc(-c3ccc(Cl)cc3Cl)no2)CC1,11,0.9,5,5,-24,6,-1.6,0.2,1.3,2,-6
CC(=O)c1c(C)[nH]c(C(=O)OCC(=O)Nc2cccc(S(=O)(=O)N(C)C)c2)c1C,4,1.8,-10,10,-2,-3,3.0,1.3,3.4,-2,-19
CCOc1cc(C(=O)Nc2c(C)ccc3nsnc23)cc(OCC)c1OCC,-6,-1.8,2,11,-3,20*,0.0,-1.2,1.7,2,-5
CC/C(Cc1ccccc1)=N\NC(=O)c1cc([N+](=O)[O-])cc([N+](=O)[O-])c1,4,3.0,-7,-6,0,1,2.0,-0.6,4.5,2,-4
CC(C)(C)c1ccccc1NC(=O)c1cc(-c2ccncc2)nc2ccccc12,6,-2.1,0,-12,0,-14,-1.0,1.2,3.8,3,-13
Cc1ccccc1NC(=O)COC(=O)CCc1ccccc1,2,-3.4,-10,0,-1,2,3.9,-0.4,2.8,2,6
# The listing continues.
SMILES,PKA-R2B act,E coli growth,Tat transport,HTR5A inv ctr,DAGLB inhibitor,PKA-R1A activ,AddAB inh,CDK5 p35 inh,phage Ecoli inh,HTR5A ag,Mot1-301 SUMO
O=C1C2CC=CCC2C(=O)N1c1ccc(N2CCN(c3ccccn3)CC2)c([N+](=O)[O-])c1 (stereo unspecified),1,-1.4,2,-20,7,-11,0.8,1.5,-1.2,-1,/
CCCCn1c(SCC(=O)Nc2nnc(C)s2)nnc1-c1ccoc1C,-8,-0.8,-1,-12,-1,-6,4.8,1.5,1.3,-1,-15
Cc1onc(-c2ccccc2Cl)c1C(=O)N(C)Cc1ccccc1,-4,/,-5,10,-4,-5,/,0.2,1.0,-3,414
CC(C)=N/N=C1/NC(=O)C(c2ccc(Cl)cc2)S1 (stereo unspecified),-5,/,-2,9,1,9,/,1.7,1.9,-2,/
CC(=O)c1ccc(NC(=O)C(C)Sc2nnc3ccccn23)cc1 (stereo unspecified),-11,-3.4,-9,15,-2,-2,2.3,-9.7,2.0,1,-1
CC1=C(C(=O)N2CCOCC2)C(c2ccc(-c3ccccc3)cc2)NC(=S)N1 (stereo unspecified),0,0.8,-5,-5,4,-6,-0.2,1.1,3.6,2,-7
O=C(Cn1nc(C(F)(F)F)c2c1CCCC2)Nc1ccc2c(c1)OCO2,-7,2.0,-11,7,-8,7,2.2,0.3,3.4,-2,0
CS(=O)(=O)N(CC(=O)N1CCN(Cc2ccccc2)CC1)c1ccccc1Br,-9,-2.4,-2,-21,3,-2,4.2,0.6,3.2,8,-2
Cc1ccc(C(C)C)c(OCC(=O)Nn2c(=O)[nH]c3ccccc3c2=O)c1,-4,-0.8,-1,19,-2,-13,5.1,2.8,2.7,1,-17
C/C(=N\NC(=O)c1nnn(-c2nonc2N)c1CN1CCCCC1)c1ccccc1O,8,-0.8,-7,-11,0,-1,5.7,-0.5,1.1,5,-12
Cc1ccc(-c2nn(C)c(=O)c3ccccc23)cc1S(=O)(=O)NCCN1CCOCC1,4,0.7,-2,9,3,-4,-3.4,2.2,4.5,4,-11
COP(=O)(OC)C(Nc1ccc(Cl)cc1)c1ccccc1 (stereo unspecified),-12,2.4,3,-5,0,-2,1.8,0.4,-1.5,4,22
Cc1ccc(N2C(=O)[C@@H]3[C@H](C2=O)C2c4ccccc4C=NN2[C@@H]3C(=O)c2ccc(Cl)cc2)cc1 (stereo partly specified),-9,0.7,-2,7,-2,-5,1.0,-2.5,5.4,-3,10
COCCNC(=O)c1ccccc1NC(=O)c1ccccc1N(C)S(=O)(=O)c1ccc(C)cc1,-10,-1.2,-6,-14,-3,-1,2.1,1.6,0.4,8,1
C=CCC1(N(C(C)=O)c2ccccc2)CCCCC1,-18,1.1,8,-6,-1,-5,0.2,-0.6,4.1,2,4
O=C(C1CCCN(S(=O)(=O)c2cccs2)C1)N1CCc2ccccc2C1 (stereo unspecified),8,3.2,11,-6,1,7,0.6,0.8,2.4,2,333
COc1ccc(N/C(C)=C/C(=O)c2ccccc2)cc1,-4,0.4,3,1,-3,-5,5.3,-0.4,2.6,0,-9
CCOc1ccc(C2=NNC(c3cccs3)=Nc3ccc(OC)cc32)cc1,0,-1.7,-5,-31,-6,3,-0.2,0.7,1.9,-4,-22
CC(C)OCCCNS(=O)(=O)c1ccc2c(c1)oc(=O)n2C,-14,0.9,-2,7,1,-1,-2.2,-0.3,1.6,-2,3
COc1ccc(/C=C(\NC(=O)c2ccc(OC)cc2)C(=O)Nc2ccccc2C(=O)O)cc1,9,-2.0,-6,-2,6,-5,-1.2,-1.9,-0.5,1,11
O=C(Nc1ccnn1C1CCN(C(=O)Cc2ccccc2F)CC1)C1CC1,-8,1.2,6,12,-5,1,3.4,-0.1,4.2,1,-9
O=C(O)c1c(-c2ccccc2)c(-c2ccccc2)nc2ccccc12,-2,2.7,1,-1,2,1,2.4,-1.7,1.4,0,-2
CCN1CCN(C(=S)Nc2cc(S(=O)(=O)N(CC)CC)ccc2C)CC1,0,1.9,2,7,-1,-6,3.0,-2.5,-0.2,-3,2
CC(C)(C)C1CCc2c(sc3ncn(N)c(=N)c23)C1 (stereo unspecified),-4,-1.2,-6,-24,-2,1,0.2,-0.1,1.4,5,-21
COCc1cc(C)nc2sc(C(=O)NC3CCCCC3)c(N)c12,-5,-1.6,-5,21,0,1,2.5,2.1,1.8,-10,-9
# Next compounds.
SMILES,PKA-R2B act,E coli growth,Tat transport,HTR5A inv ctr,DAGLB inhibitor,PKA-R1A activ,AddAB inh,CDK5 p35 inh,phage Ecoli inh,HTR5A ag,Mot1-301 SUMO
CCCCC1CCC(/C(N)=N/O)CC1 (stereo unspecified),-9,2.6,3,0,2,5,1.7,-1.0,5.4,3,27
CCCCCCNC(=O)C(C(=O)OCC)C1CCCCC1 (stereo unspecified),8,-0.3,-1,16,-7,5,1.3,0.1,2.5,5,-10
Cc1cc(C)nc(Nc2nc3ccccc3s2)n1,-5,0.9,-3,0,0,-14,1.3,-0.2,3.0,0,-3
Cc1ccc(Nc2nc(N)c([N+](=O)[O-])c(N3CCOCC3)n2)cc1,4,1.3,-1,4,2,-8,0.8,-0.6,2.5,-2,-1
CN(Cc1ccccc1)C(=O)c1ccc(NC(=O)Cc2cccc(NC(=O)C3CCN(C(=O)C4CC4)CC3)c2)cc1,1,0.9,26,-23,-2,-9,3.0,0.3,1.1,10,2
COc1ccc(S(=O)(=O)N2CCCOC2CNC(=O)C(=O)NC2CCCC2)cc1 (stereo unspecified),2,0.9,10,19,0,18,-0.4,1.5,0.3,1,-5
CCc1nnc(NC(=O)CSc2nnc(-c3ccccc3O)o2)s1,-5,-7.4,-12,-7,3,0,0.6,1.7,-1.8,2,-28
O=C(CSc1nc2sc3c(c2c(=O)n1-c1ccccc1)CCCC3)N/N=C/c1ccc(C(=O)O)cc1,-2,-0.1,16,9,-4,-10,3.0,-7.2,/,0,-2
